Screening data: PubChem, Small Molecule Screening Facility, UW Madison
PriA SSB inh: inhibitors of Klebsiella pneumoniae PriA binding to SSB C-terminal tail | inhibition, % at 33 µM | actives 0.6% (n = 430,000) | AID 1272365 | AlphaScreen SSBct-PriA binding, biotinylated peptide; in the data active means inhibition mostly above about 37%, no sharp cut-off; inactive means mostly below about 20%;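 further: plate controls were negative control peptide for no effect and reference peptide for full effect; strong numbers were not always called active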
An asterisk follows results filed as active; i = inactive; & = joins results of further samples.

SMILES | PriA SSB inh
CCOC(=O)c1ccc(NC(=O)c2ccc(S(C)(=O)=O)cc2)cc1 | -2&3
O=C(c1ccco1)N1CCC(Cc2n[nH]c(=O)n2-c2ccccc2F)CC1 | 1
CCCS(=O)(=O)N1CCCc2cc(NS(=O)(=O)c3ccc(OCC)c(F)c3)ccc21 | -10
O=C(Nc1nnc(-c2ccno2)o1)c1nc2ccccc2s1 | -11
Cc1ccc(-c2ccc(SCC(N)=O)nn2)cc1C | -5
Cc1cc(C)n2ncc(C(N)=NOC(=O)c3ccccc3F)c2n1 | -2
COC(=O)c1c(NC(=O)c2cc(OC)c(OC)c(OC)c2)sc2c1CCCC2 | -3
C=CCn1c(SCC(=O)c2ccc(OC)cc2)nc2sc(CC)cc2c1=O | -9
Cc1ccc([N+](=O)[O-])cc1S(=O)(=O)N1CCN(c2ncnc3c2nnn3-c2cccc(F)c2)CC1 | 3
Cc1ccccc1OCC(=O)NN=Cc1ccc(N2CCOCC2)o1 | -2
CC(=NNC(=O)c1ccc(N(C)C)cc1)c1ccc(C)c(C)c1 | 5
COc1ccccc1-n1cnnc1CN1CCN(CC(=O)Nc2ccccc2Cl)CC1 | 6
Cc1c(NC(=NS(=O)(=O)c2ccccc2)c2ccc(Cl)cc2)c(=O)n(-c2ccccc2)n1C | -8
O=C(NC(c1ccccc1)c1ccccc1)N1CCC(n2ccnn2)C1 (stereo not given) | -14
CC(C)(Oc1ccc(Cl)cc1)C(=O)Nc1ccc(Nc2cc(-n3cccn3)ncn2)cc1 | -11
COc1ccc(-c2ccc(SCc3cc(=O)n4cc(Cl)ccc4n3)nn2)cc1OC | -30
O=C(NCc1ccccc1Cl)c1cn(-c2cccc(F)c2)nn1 | 9
COc1ccc(S(=O)(=O)Nc2nc(CCC(=O)NCCC3=CCCCC3)cs2)cc1 | -10
CC(=NO)C(C)/[N+]([O-])=C/c1nc(C)c(C)n1O (stereo not given) | -12
COc1cccc2cc(-c3nnc(NC(=O)c4ccn(C)n4)o3)oc12 | 3
O=C(CSc1nnc(-c2ccc(Cl)cc2)c2ccccc12)N1CCOCC1 | 2
O=C(c1ccsc1)N1CCC(c2nnc(C3CC3)o2)CC1 | 4
Cc1ccc(-n2nnc(C(=O)NCc3ccccc3F)c2-c2ccncc2)cc1C | -16
Oc1c(C(Nc2ccccn2)c2ccccc2F)ccc2cccnc12 (stereo not given) | 32

Next part; it opens with the two that closed the last part.
SMILES | PriA SSB inh
Cc1ccc(-n2nnc(C(=O)NCc3ccccc3F)c2-c2ccncc2)cc1C | -16
Oc1c(C(Nc2ccccn2)c2ccccc2F)ccc2cccnc12 (stereo not given) | 32
COc1ccc2nc(C)cc(SCC(=O)NN=Cc3ccc(O)c(O)c3)c2c1 | -2
O=C(CSc1ncc(CO)n1Cc1ccc(F)cc1)N1CCCCC1 | 2
CCOc1ccc2ccccc2c1C(=O)Nc1cccc(N2CCCC2=O)c1 | 2
Cc1ccc(S(=O)(=O)N=C(c2ccccc2)N2C(=O)c3ccccc3C2=O)cc1 | 1
CC1C(=O)NCCN1C(=O)c1ccc(-c2ccccc2)cc1 (stereo not given) | 3
CC(=NO)c1cccc(N2Cc3ccccc3C2)c1 | 9
O=C(Nc1nncs1)c1cc(Cl)ccn1 | 124*
O=S(=O)(NCC1CCN(Cc2ccccc2)CC1)c1ccccc1Cl | -5
CCCN1CCCc2cc(CCNC(=O)C(=O)Nc3cc(C)ccc3OC)ccc21 | -14&43
Nc1ncnc(Nc2cc(C(F)(F)F)ccc2Cl)c1[N+](=O)[O-] | -11
NC(=O)/C(=N/O)c1nc(-c2ccc(Cl)cc2)cs1 | 5
CCc1nnc(NC(=O)c2cc(-c3ccc(Cl)cc3)oc2C)s1 | 5

Molecules listed so far with a furan ring, fused or not, in the order listed:
SMILES | PriA SSB inh
O=C(c1ccco1)N1CCC(Cc2n[nH]c(=O)n2-c2ccccc2F)CC1 | 1
Cc1ccccc1OCC(=O)NN=Cc1ccc(N2CCOCC2)o1 | -2
COc1cccc2cc(-c3nnc(NC(=O)c4ccn(C)n4)o3)oc12 | 3
CCc1nnc(NC(=O)c2cc(-c3ccc(Cl)cc3)oc2C)s1 | 5

Remaining list, next part:
SMILES | PriA SSB inh
CCn1cccc(-c2nnc(SCC(=O)c3ccc(Cl)cc3)n2C)c1=O | -4
O=C(Cn1nnn(-c2ccc(NS(=O)(=O)Cc3cccc(F)c3)cc2)c1=O)NC1CC1 | -2
CCOc1ccc(C(C)=NNC(=O)C(OC)c2ccccc2)cc1 (stereo not given) | 4
O=C(c1ccccc1Cl)N1CCN(c2ccc(-c3cccs3)nn2)CC1 | 0
COc1ccccc1C=Nn1c(N)c(S(=O)(=O)c2cccs2)c2nc3ccccc3nc21 | -9
CSc1ccccc1NC(=O)CS(=O)(=O)Cc1ccccc1 | -5
O=C(CC(NCCOCCO)C(=O)O)Nc1ccc(F)cc1 (stereo not given) | 5
COc1ccc(C)cc1NC(=O)N1CCN(c2cc(Oc3ccc(C)cc3)nc(C)n2)CC1 | -2&11
O=S(=O)(c1ccc(Cl)cc1)[C@H]1CCN(S(=O)(=O)CCOc2ccccc2)C1 | -28
O=C(/C=C/c1ccco1)NCCC1=CCCCC1 | -9
COc1ccc(-c2ccc(=O)n(CCCC(=O)Nc3cc(C)no3)n2)cc1OC | 0
ON=Cc1ccnc(SCc2ccc(Cl)cc2)n1 | -3
COc1ccc2nc(-n3nc(C)cc3NC(=O)c3cc(Cl)sc3Cl)sc2c1 | 0
O=C(N/N=C\c1ccc(-c2ccc(Cl)cc2)o1)c1ccccc1 | 2
Fc1cccc(-c2noc(Cc3nc(-c4ccccc4Cl)cs3)n2)c1 | -20
Cc1ccc(Cl)cc1N1CCN(CC(O)COCC2CC3CCC2C3)CC1 (stereo not given) | -6&-4
CCS(=O)(=O)N1CCCc2ccc(NS(=O)(=O)c3ccc(F)cc3F)cc21 | 2
O=C(/C=C/c1cccs1)Nc1ncc(S(=O)(=O)c2ccc([N+](=O)[O-])cc2)s1 | -4
CS(=O)(=O)C1CCN(C(=O)c2cc(C3CC3)on2)C1 (stereo not given) | 16
COc1ccccc1C(=O)COC(=O)CCN1C(=O)c2ccccc2C1=O | 7
O=C(COc1ccc(F)cc1)NCCn1ncc2c(=O)n(Cc3ccc(Cl)cc3)cnc21 | -9
CC(=O)CCc1ccc2c(c1)OCO2 | -17
O=C(COc1ccc(Cl)cc1Cl)NCC(=O)NN=Cc1c[nH]c2ccccc12 | -5
O=C(NCCC(O)c1ccsc1)c1nc2ccccc2s1 (stereo not given) | -27
NC(Cc1ccc(Cl)cc1Cl)=NOC(=O)c1ccccc1F | -12
CN(C)c1ccc(C(=O)Nc2nnc(-c3ccc(Br)s3)o2)cc1 | -4
Cc1csc2ncc(C(=O)Nc3ccc(OC(F)(F)F)cc3)c(=O)n12 | 2
Cc1cc(C)n(CC(=O)NCCc2ccccc2)c(=O)c1C#N | -15
COc1ccc(S(=O)(=O)Nc2cccc(N3CCCC3=O)c2)cc1OC | -6
CC1(C)Cc2cccc(OCC(=O)NCC3CCN(C(=O)Nc4ccc(F)cc4)CC3)c2O1 | -10
CS(=O)(=O)c1ccc(-c2cccc(NS(=O)(=O)c3cccs3)c2)nn1 | -7
Cn1nc(-c2ccccc2NC(=O)c2ccc(Cn3ccnc3)cc2)ccc1=O | 1
CCOc1ccc(S(=O)(=O)Nc2nc3ccccc3nc2OC(C)C)cc1 | -7
COc1cc(NC(=O)Cn2cnc(C)c(C)c2=O)cc(OC)c1 | -9
Nc1c2c(nn1CC(=O)NCc1ccc(F)cc1)CSC2 | -8
O=c1[nH]c(=S)c2c(n1Cc1ccc(Cl)cc1)CCC2 | -10
COc1cccc(-c2nnc3ccc(OCCNC(=O)Cc4ccccc4Cl)nn23)c1 | -5
Cc1nc2ncccc2c(=O)n1-c1cccc(NC(=O)c2ccccc2C(F)(F)F)c1 | -4
O=C(CSc1nc(=O)n(C[C@H]2CCCO2)c2c1CCCC2)NCc1ccco1 | -4
O=C(NCc1cc(-c2ccc(Cl)cc2)on1)C1CCC1 | -15
CC(Oc1ccccc1F)C(=O)NCCCn1ncccc1=O (stereo not given) | -2
Cc1ccc2ncc(C#N)c(Nc3ccc(C)c(Cl)c3)c2c1 | -49&-2
O=c1ccc(-c2ccco2)nn1CCNS(=O)(=O)c1ccc2c(c1)OCCO2 | -18
CN(C)c1cncc(OC2CCN(C(=O)c3ccc(C(F)(F)F)nc3)C2)n1 (stereo not given) | -8
CCn1nnc2c(N3CCN(CC(=O)Nc4ccc(C(C)=O)cc4)CC3)ncnc21 | 0
O=C(COc1ccc(Cl)cc1)Nc1ccc2c(c1)CN(C(=O)c1ccccc1)CC2 | -9
Cc1ccc(NS(=O)(=O)N(C)C)cc1Cl | -7
O=C(NCC(c1ccco1)S(=O)(=O)c1ccc(F)cc1)OCc1ccccc1 (stereo not given) | -11
Cc1ccc(-c2ccc(=O)n(CCCNS(=O)(=O)c3ccc4c(c3)OCCO4)n2)cc1 | -2
Cc1ccc(-c2cn3cccnc3n2)cc1NC(=O)Nc1ccccc1 | 4
O=S(=O)(NCCc1csc2nc(-c3ccccc3F)nn12)c1ccc(Cl)cc1 | 5
CC(=O)Nc1ccc(OC(=O)c2cc3cc([N+](=O)[O-])ccc3oc2=O)cc1 | -2
O=C(CCCc1ccccc1)NCCSc1ncc(-c2ccc(Cl)cc2)[nH]1 | 2
CC(C)(C)C(=O)NCc1nccc(N2CCCC2)n1 | -16
CCCc1nnsc1C(=O)N1CCOC(c2ccc(C(F)(F)F)cc2)C1 (stereo not given) | -21
CCOc1cccc2cc(C(=O)Nc3ccccc3)oc12 | 1
O=C(c1ccc(S(=O)(=O)N2CCCCCC2)cc1)N(Cc1ccccn1)c1nc2c(F)cccc2s1 | -1
COCC(=O)Nc1ccc(-c2cn3c(C)csc3n2)cc1 | -3
Fc1ccc(Nc2nc(Nc3ccc(F)c(Cl)c3)nc(N3CCOCC3)n2)cc1 | 3
CCOc1ccc(CC(=O)N(Cc2cnc3ccccn23)C2CC2)cc1 | 1

Next section.
SMILES | PriA SSB inh
Cc1ccc(C(=O)N/N=C/c2cc(Br)c(Br)o2)cn1 | i
COc1cccc(-c2csc(-n3nc(C)cc3NC(=O)c3ccccc3Cl)n2)c1 | -3
CC1CCc2c(sc(NC(=O)C3CCCN(S(C)(=O)=O)C3)c2C(N)=O)C1 (stereo not given) | -11&-7
CCOc1ccc(-n2ccnc(SCC(=O)c3cccc(Cl)c3)c2=O)cc1 | 3
Cc1cc(NC(=O)NCCCSc2nnc(C)s2)no1 | -10
O=C(CCNC(=O)c1ccccc1Br)N/N=C\c1ccco1 | -5
O=C(Nc1ccc2c(c1)N(C(=O)C1CCCC1)CC2)c1c(F)cccc1Cl | 1
Cc1ccc(NS(=O)(=O)c2c[nH]c(=O)[nH]c2=O)cc1Cl | 0
CCOc1ccc2nc(NC(=O)[C@@H]3CSc4nc(C(C)(C)C)cc(=O)n4C3)sc2c1 | -13
O=C(Cc1csc(NC(=O)c2ccco2)n1)NCc1ccc2c(c1)OCO2 | -5
O=C1CC(C(=O)Nc2ccccc2)SC(=NN=Cc2ccco2)N1 (stereo not given) | -13
O=C(CSc1ncnc2scc(-c3ccc(Cl)cc3)c12)c1ccc2c(c1)OCO2 | 1

Two entries drawn at random from those above:
SMILES | PriA SSB inh
CCc1nnc(NC(=O)c2cc(-c3ccc(Cl)cc3)oc2C)s1 | 5
COc1cccc(-c2csc(-n3nc(C)cc3NC(=O)c3ccccc3Cl)n2)c1 | -3

(next part)
SMILES | PriA SSB inh
CCOC(=O)CN=CC(C(=O)Nc1nccs1)=C(C)O | -8
CCOc1ccc(N(CC(=O)NN=Cc2ccccn2)S(=O)(=O)c2ccc(Cl)cc2)cc1 | -3
Cc1cc(-c2n[nH]c(=S)n2N=Cc2sccc2C)n[nH]1 | -5
CN(C)C(CNC(=O)C(=O)NCCC1=CCCCC1)c1ccc2c(c1)CCO2 (stereo not given) | -8
Cc1ccc(-c2cc(C(=O)NN=Cc3ccccc3O)n[nH]2)o1 | -1
O=C(c1cc2ccccc2s1)N1CCC[C@H](Cc2nc(-c3cnccn3)no2)C1 | -14
Cc1nc(-c2ccccc2Cl)sc1CN | -2
COCCn1c(SC)nc2c(c1=O)SCC2 | -5
Cc1cc(-c2nnc(NC(=O)COc3ccc(Cl)cc3)o2)nn1C | -2
COc1ccccc1[C@H](CNS(=O)(=O)c1ccc2c(c1)OCCO2)OC | -9
CN(C)CCCN(C(=O)C(c1ccccc1)c1ccccc1)c1nc2ccc(F)cc2s1 | 27
C=CCN=C1CC(C)(C)CC(=O)C1=C(O)c1ccccc1 | -19

Next part, overlapping the part above by two compounds.
SMILES | PriA SSB inh
CN(C)CCCN(C(=O)C(c1ccccc1)c1ccccc1)c1nc2ccc(F)cc2s1 | 27
C=CCN=C1CC(C)(C)CC(=O)C1=C(O)c1ccccc1 | -19
O=C(c1cccc(S(=O)(=O)N2CCOCC2)c1)N1CCN(c2cccc(Cl)c2)CC1 | 13
CCOC(=O)N1CCN(C(=O)CSc2nncn2C)CC1 | -6
O=c1[nH]c(O)c(C=C2C=Nc3ccc(OCc4ccccc4)cc32)c(=O)[nH]1 | -8
O=C(Cc1ccc(-c2ccccc2)cc1)NCC(c1ccsc1)N1CCCC1 (stereo not given) | 4
Cc1ccccc1[C@@H]1CCN(C(=O)c2cccnc2C)CCS1 | 2
O=C(Nc1nc2ccc(S(=O)(=O)N3CCCCC3)cc2s1)c1ccc2ccccc2n1 | -7

Some of the compounds tested; rates above refer to the full screens.
